# Assay outcomes (PubChem BioAssay)
# GIRK2 act: Activates human GIRK2-containing potassium channels. HEK293 GIRK2/NPY4 cells, thallium flux fluorescence. activation (% efficacy), % for hits at 37.5 µM. 34,000 tested, under 10 active;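 active means primary screen hit, no activity in plain HEK293 cells, and in GIRK2-only cells above 5% efficacy rising with concentration; inactive means the rest, including fluorescent compounds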;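 further: efficacy is normalized control-subtracted fluorescence 15 s after thallium addition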
# Target sequence (P48051 whole entry, looked up): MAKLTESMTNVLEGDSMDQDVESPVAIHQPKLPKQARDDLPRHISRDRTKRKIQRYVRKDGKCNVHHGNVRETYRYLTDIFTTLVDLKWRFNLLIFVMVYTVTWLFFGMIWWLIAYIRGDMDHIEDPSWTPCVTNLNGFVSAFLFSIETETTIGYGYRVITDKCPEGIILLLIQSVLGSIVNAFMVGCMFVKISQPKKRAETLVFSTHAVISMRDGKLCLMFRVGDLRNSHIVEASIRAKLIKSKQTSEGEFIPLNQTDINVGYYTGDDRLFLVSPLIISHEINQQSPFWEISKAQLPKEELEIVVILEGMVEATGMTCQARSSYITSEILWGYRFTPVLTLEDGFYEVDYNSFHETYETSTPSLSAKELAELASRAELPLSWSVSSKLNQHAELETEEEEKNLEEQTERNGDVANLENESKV
# Calls only; i = inactive.
SMILES,GIRK2 act
CCS(=O)(=O)N1CCC2(CC1)OCCN2S(=O)(=O)c1cccs1,i
COc1cc(NC(=O)COc2ccc(C(C)C)c(C)c2)c(OC)cc1Cl,i
O=c1nc(SCc2ccc(Br)cc2)c2c(n1CC1CCCO1)CCCC2 (configuration not stated),i
Cc1cc(=O)n2c(-c3cccc(NS(=O)(=O)c4ccc(Cl)s4)c3)csc2n1,i
CS(=O)(=O)N1CCCC(C(=O)N2CCN(c3nc4ccc(F)cc4s3)CC2)C1 (configuration not stated),i
O=C(c1cc2ccccc2o1)N1CCC(CNS(=O)(=O)C2CC2)CC1,i
COc1ccc(CCS(=O)(=O)NCC2CCN(C)CC2)cc1,i
COc1ccc(S(=O)(=O)c2c(C)cc(C)n(CC(=O)Nc3ccccc3Cl)c2=O)cc1,i
Cc1nccn1CCNC(=O)C(=O)Nc1ccc2c(c1)OCO2,i
Cc1cc(NC(=O)C2CCN(S(=O)(=O)c3ccc(F)cc3)CC2)n(C(C)C)n1,i
CCn1ccc(C(=O)Nc2nnc(-c3ccco3)o2)n1,i
Cc1ccc(Oc2cccc(NC(=O)c3cnccn3)c2)nn1,i
O=C(Nc1ccc(N2CCCC2=O)cc1)c1cc(Br)ccc1Cl,i
Cc1cn2c3c(=O)n(C)c(=O)n(C)c3nc2n1Cc1cccc2ccccc12,i
CC(C)S(=O)(=O)c1cccc(C(=O)Nc2nc(-c3cccc([N+](=O)[O-])c3)cs2)c1,i
COc1ccc(S(=O)(=O)Nc2nc(C(=O)Nc3ccc4c(c3)OCO4)cs2)cc1,i
CCCN(CCC)C(=O)Cn1nc(C(=O)N2CCOCC2)cc1C,i
COc1ccc(CC(=O)N2CCC3(CC2)NC(=O)N(Cc2ccc(Cl)cc2)C3=O)cc1,i
CCc1ccc(NC(=O)Cn2ccc3ccn(Cc4ccccc4C)c3c2=O)cc1,i
O=C(NCC1CCN(Cc2ccco2)CC1)C(=O)NC1CCCCCC1,i
COc1cc(C(=O)NCCOc2ccc(F)cc2)c([N+](=O)[O-])cc1OC,i
CCOc1ccc(OCCNC(=O)c2cccc([N+](=O)[O-])c2C)cc1,i
COCCn1c(-n2nc(C)cc2C)nc2c1c(=O)[nH]c(=O)n2C,i
Cc1ccc(NC(=O)C(=O)NCC2(O)CCOCC2)cc1N1CCCC1=O,i
COc1ccc(-c2cc3ccc4c(c3oc2=O)CN(Cc2ccco2)CO4)cc1,i

# Reformatted: results already given.
COc1cc(NC(=O)COc2ccc(C(C)C)c(C)c2)c(OC)cc1Cl
  GIRK2 act: i

O=c1nc(SCc2ccc(Br)cc2)c2c(n1CC1CCCO1)CCCC2 (configuration not stated)
  GIRK2 act: i

Cc1cc(=O)n2c(-c3cccc(NS(=O)(=O)c4ccc(Cl)s4)c3)csc2n1
  GIRK2 act: i

# The list continues.
SMILES,GIRK2 act
CCc1ccc(S(=O)(=O)NCCCn2nc(-c3ccccc3)ccc2=O)s1,i
COc1ccc(N2CCN(C(=O)c3ccc(C(C)(C)C)cc3)CC2)nn1,i
COc1ccccc1NC(=O)Cc1csc(SCC(=O)c2ccccc2)n1,i
O=C(NCCc1ccccc1)C(=O)NCCN1CCOC(c2ccccc2)C1 (configuration not stated),i
O=S(=O)(/C=C/c1ccccc1)NCCOc1ccc2nnc(-c3cccc(F)c3)n2n1,i
COc1ccc(OC)c(-c2csc(NC(=O)c3cccc(S(=O)(=O)C(C)C)c3)n2)c1,i
O=C(NCc1ccc(OCc2ccccc2)cc1)C(=O)NCc1cccs1,i
COc1cc2nc(SCc3ccc(C)cc3)n3nc(C)nc3c2cc1OC,i
CC1C(=O)NCCN1C(=O)/C=C/c1ccccc1Cl (configuration not stated),i
O=C(c1ccco1)N1CCc2ccc(NS(=O)(=O)c3ccc(F)c(Cl)c3)cc21,i
CCOC(=O)c1cccc(NC(=O)Cn2cccc(-c3nc(-c4ccc(C)cc4)no3)c2=O)c1,i
CCCn1c(=N)sc2cc(CC)ccc21,i
CC(=O)c1ccc(NC(=O)CSc2ccc(NC(=O)c3cccs3)nn2)cc1,i
COc1ccc(-c2nc(NC(=O)CS(=O)(=O)c3ccc(OC)cc3)sc2C)cc1,i
CCc1nc(C(N)=O)c2[nH]c(=O)n(-c3ccc(OC)cc3OC)c2n1,i
CCn1nnc2c(N3CCN(CC(=O)Nc4ccc(Cl)cc4)CC3)ncnc21,i
Cc1ccc(S(=O)(=O)N(CC(O)CNCCC(=O)O)c2ccc(F)cc2)cc1 (configuration not stated),i
O=C(NCC(O)c1ccc(C(F)(F)F)cc1)C1(c2ccc(F)cc2)CC1 (configuration not stated),i
O=S(=O)(c1cccnc1)N1CCN(c2ccc3nncn3n2)CC1,i
Cc1noc(C)c1S(=O)(=O)NCC(O)(c1cccs1)C1CC1 (configuration not stated),i
COCc1cc(=O)[nH]c2cc(NC(=O)C(=O)c3c(C)[nH]c4ccccc34)ccc12,i
Fc1ccccc1N1CCN(c2cc(SCc3ccccn3)ncn2)CC1,i
CS(=O)(=O)c1ccc(NC(=O)CCS(=O)(=O)c2ccc(F)cc2)cc1,i
Cc1ccc(C)c(S(=O)(=O)Nc2cc(C)nn2C2CCS(=O)(=O)C2)c1 (configuration not stated),i
O=C(O)c1noc2c1CCCC2,i
# Continued:
SMILES,GIRK2 act
CC(C)N1CCC(CNC(=O)C(=O)Nc2ccc(F)c(Cl)c2)CC1,i
Cn1cccc(C(=O)N2CCC(CNS(=O)(=O)c3c(F)cccc3F)CC2)c1=O,i
CS(=O)(=O)N1CCCC(C(=O)Nc2nnc(-c3ccco3)o2)C1 (configuration not stated),i
CCn1nnc2c(N3CCN(CC(=O)NCc4ccc(C)cc4)CC3)ncnc21,i
CSCCC(C)(O)CNC(=O)c1ccc(Cl)s1 (configuration not stated),i
O=C(NCCOc1ccc2nnc(-c3ccccc3)n2n1)Nc1ccc2c(c1)OCCO2,i
Cc1ccc(-c2cc(CC(=O)N3c4ccccc4CC3C)no2)cc1 (configuration not stated),i
COc1cn(-c2ccc(F)cc2)nc1C(=O)Nc1ccccc1F,i
CNC(=O)c1nsc(C(=O)NCc2cccc(OC)c2)c1N,i
COc1cccc(OC)c1C(=O)Nc1ccc(CC(=O)NC(C)(C)CO)cc1,i
COc1ccc(NC(=O)c2ccsc2)cc1OC,i
Cn1cccc1C(O)CNC(=O)C(=O)NCc1ccccc1Cl (configuration not stated),i
CCCn1c(C(C)NC(=O)c2ccco2)nc2ccccc21 (configuration not stated),i
COc1ccc(-c2noc(Cn3ccn4nc(-c5ccc(C)c(C)c5)cc4c3=O)n2)cc1OC,i
O=C(NCc1n[nH]c(=O)c2ccccc12)c1ccc(Cn2ccnc2)cc1,i
CN1CCN(S(=O)(=O)c2ccc(C(=O)NCc3ccccc3Cl)o2)CC1,i
CCSc1nnc(NC(=O)c2nnn(-c3ccccc3)c2-c2ccco2)s1,i
O=C(NCCCn1nc(-c2ccc(F)cc2)ccc1=O)Nc1cc(Cl)ccc1Cl,i
Cc1cc(C)c(S(=O)(=O)NCC2COC3(CCCCC3)O2)cc1C (configuration not stated),i
O=c1n(CCOc2ccccc2)nc2ccc(S(=O)(=O)N3CCCC3)cn12,i
COc1ccc(-c2nnc(CC(=O)N3CCN(c4cccc(C(F)(F)F)c4)CC3)o2)cc1,i
O=C(c1ccc2c(=O)n3c(nc2c1)SCCC3)N1CCc2ccccc2C1,i
Cc1ccccc1NC(=O)CN1CCN(c2nccn2-c2cccc(Cl)c2)CC1,i
COc1ccc(F)cc1S(=O)(=O)NCC1CCN(C(=O)c2cc3ccccc3o2)CC1,i
CC(C)(C)n1ncc2c(=O)n(CCC(=O)N3CCN(C(=O)c4ccco4)CC3)cnc21,i
# (further entries)
SMILES,GIRK2 act
CSc1ccccc1NC(=O)c1ccc(=O)n(Cc2ccc(C(F)(F)F)cc2)c1,i
CCn1ccnc1N1CCN(C(=O)c2cnc3ccccc3n2)CC1,i
O=C(CCc1csc2nc(-c3ccc(Cl)cc3)cn12)NC1CC1,i
O=C(c1ccc(Cl)s1)N(CCCn1ccnc1)c1nc2c(F)cccc2s1,i
CCOc1ccc(-c2nc(S(=O)(=O)c3ccccc3)c(NC)o2)cc1,i
CCc1ccc(NC(=O)CSc2c(C)cnc3c2c(=O)n(C)c(=O)n3C)cc1,i
COCCN1CCC(CNS(=O)(=O)c2ccc(C(C)(C)C)cc2)CC1,i
COc1ccc2nc(-c3ccc(NS(=O)(=O)c4ccc5c(c4)CCCC5)cc3)cn2n1,i
O=S(=O)(CCCOc1ccc2c(c1)OCO2)NCc1ccccc1,i
COCC(C)NC(=O)CCn1cnc2c(cnn2C(C)(C)C)c1=O (configuration not stated),i
Cc1cc(C)c2c(n1)sc1c(=O)n(CC(=O)Nc3cccc(Br)c3)c(C)nc12,i
COc1ccc(CNC(=O)NCC2CCN(c3ncccn3)CC2)cc1,i
CC(C)CNC(=O)CCCCn1c(=O)c2ccccc2n(CC(=O)NCc2ccccc2)c1=O,i
CCN(CC)CCNC(=O)C(=O)Nc1ccccc1Cl,i
O=C(Nc1nc2c(ccc3ccccc32)s1)C1CCN(S(=O)(=O)c2cccs2)CC1,i
Cc1c(C(=O)NCC2CCC(C(=O)O)CC2)c(=O)oc2ccccc12 (configuration not stated),i
CC(C)c1nnc(NC(=O)COc2cccc(Br)c2)s1,i
CCOCCCNC(=O)c1cccc(-n2c(=S)[nH]c3cc(Cl)ccc3c2=O)c1,i
COc1ccc(S(=O)(=O)Nc2cccc(N3CCCCC3=O)c2)cc1C,i
COc1ccc(NC(=O)Cn2c(=O)n(C(C)C)c(=O)c3nscc32)cc1Cl,i
COc1ccc(OC)c(-c2cc(C(=O)NCCn3nc(-c4cccnc4)ccc3=O)[nH]n2)c1,i
CC(C)c1cc(C(=O)N2CCN(C)CC2)nn1-c1nc2ccccc2s1,i
COc1ccc2nc(-c3ccc(F)c(NC(=O)c4c(F)cccc4Cl)c3)cn2n1,i
COc1ccccc1C1=NN(C(=O)C(C)C)C(c2ccc3nccnc3c2)C1 (configuration not stated),i
CC(NC(=O)C(=O)NCC1CCN(c2ncccn2)CC1)c1ccccc1 (configuration not stated),i
# Continuation:
SMILES,GIRK2 act
COc1ccc(NC(=O)c2cc(Br)ccc2Cl)cc1N1CCCCC1=O,i
COc1cccc(C(=O)NCCNc2ccc(C)nn2)c1,i
Cc1oc(-c2ccc([N+](=O)[O-])cc2)cc1C(=O)N1CCOCC1,i
Cc1cc(F)ccc1S(=O)(=O)NCCC(O)c1cccs1 (configuration not stated),i
O=C(CSc1ncnc2c1[nH]c1ccc(F)cc12)N1CCN(c2ccccc2F)CC1,i
COc1ccc(CC(=O)NCCOc2cc(C)cc(C)c2)cc1OC,i
O=C(/C=C/c1ccc2c(c1)OCO2)NC1CCCC(O)C1 (configuration not stated),i
CON(C)C(=O)C1CN(C(=O)c2cnccn2)C1,i
COc1nn(C)cc1C(=O)N1CCN(C(=O)c2ccco2)CC1,i
COC(=O)c1sccc1S(=O)(=O)N(CC(=O)Nc1ccc(OC)cc1)c1ccc(Cl)cc1,i
O=S(=O)(Cc1cccc(F)c1)NCC(O)c1ccc(C(F)(F)F)cc1 (configuration not stated),i
COCCn1cnc(-c2ccccc2)cc1=O,i
Cn1cccc1C(O)CNC(=O)c1cc2ccccc2o1 (configuration not stated),i
Cc1cc(C)n(CCN2CCN(C(=O)Nc3ccc(C)c(C)c3)CC2)n1,i
O=C1CCc2cc(NC(=O)Nc3ccc4c(c3)OCO4)ccc2N1,i
COCCCNc1nc2c(c(=O)n(C)c(=O)n2C)n1Cc1ccc(Cl)cc1,i
COC(=O)c1ccc(NC(=O)c2ccc(S(=O)(=O)N3CCOCC3)o2)cc1,i
COc1cccc(OCC(=O)N2CCN(c3nccn3C)CC2)c1,i
O=C(Nc1ccc(C(F)(F)F)cc1)NC1CCCC(O)C1 (configuration not stated),i
CCOc1cn(-c2ccc(F)cc2)nc1C(=O)Nc1cc(OC)ccc1OC,i
Cc1cc(C)n(-c2cc(NCCNC(=O)Nc3ccc4c(c3)OCO4)ncn2)n1,i
NC(=O)Cc1csc(NC(=O)COc2ccc3c(c2)C(=O)CC3)n1,i
Cn1nc(-c2cccs2)cc1C(=O)Nc1nc2ccccc2s1,i
COc1ccccc1-c1c(C(F)(F)F)oc2c3c(ccc2c1=O)OCN(CCCO)C3,i
CN(C)C(CNC(=O)C1(c2ccccc2)CCOCC1)c1ccco1 (configuration not stated),i
Cc1cc(C(=O)N2CCN(c3ccc(-c4cccs4)nn3)CC2)no1,i
COC(=O)C1CCC(C)(C(=O)O)C1(C)C (configuration not stated),i
Cn1nnc2c(=O)n(CC(=O)N3CCCCCC3)cnc21,i

# Structures shown so far containing a furan ring, fused or not (16):
SMILES,GIRK2 act
O=C(c1cc2ccccc2o1)N1CCC(CNS(=O)(=O)C2CC2)CC1,i
CCn1ccc(C(=O)Nc2nnc(-c3ccco3)o2)n1,i
O=C(NCC1CCN(Cc2ccco2)CC1)C(=O)NC1CCCCCC1,i
COc1ccc(-c2cc3ccc4c(c3oc2=O)CN(Cc2ccco2)CO4)cc1,i
O=C(c1ccco1)N1CCc2ccc(NS(=O)(=O)c3ccc(F)c(Cl)c3)cc21,i
CS(=O)(=O)N1CCCC(C(=O)Nc2nnc(-c3ccco3)o2)C1 (configuration not stated),i
CCCn1c(C(C)NC(=O)c2ccco2)nc2ccccc21 (configuration not stated),i
CN1CCN(S(=O)(=O)c2ccc(C(=O)NCc3ccccc3Cl)o2)CC1,i
CCSc1nnc(NC(=O)c2nnn(-c3ccccc3)c2-c2ccco2)s1,i
COc1ccc(F)cc1S(=O)(=O)NCC1CCN(C(=O)c2cc3ccccc3o2)CC1,i
CC(C)(C)n1ncc2c(=O)n(CCC(=O)N3CCN(C(=O)c4ccco4)CC3)cnc21,i
Cc1oc(-c2ccc([N+](=O)[O-])cc2)cc1C(=O)N1CCOCC1,i
COc1nn(C)cc1C(=O)N1CCN(C(=O)c2ccco2)CC1,i
Cn1cccc1C(O)CNC(=O)c1cc2ccccc2o1 (configuration not stated),i
COC(=O)c1ccc(NC(=O)c2ccc(S(=O)(=O)N3CCOCC3)o2)cc1,i
CN(C)C(CNC(=O)C1(c2ccccc2)CCOCC1)c1ccco1 (configuration not stated),i

# These rows are one share of the data; rates above refer to the full screens.
